IEC-6 tox – counter-screen for KLF5 inhibitors: cytotoxicity in IEC-6 cells; IEC-6 cytotoxicity, luminescence viability; inhibition, % at 5 µM; 290,000 tested, 0.78% active; in the data active = inhibition above about 22%;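 also: 0% = plate median of test compound wells and 100% = cytotoxic reference compound wells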
HSF-1 act – increases HSF-1 driven luciferase reporter signal | NIH3T3-HGL HSF-1 luciferase reporter, MG132, 8 h; 100% = twice DMSO control signal | 300,000 tested, 1.7% active | activation, % at 9 µM;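 active = mean replicate activation of at least 50% with a set share of replicates each reaching 50%; inconclusive = only one of those two conditions met; inactive = mean below 50% and too few replicates reaching it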;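 also: 0% = median of the neutral control wells and 100% = twice that signal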
HDAC3 inh – blocks human histone deacetylase 3. recombinant HDAC3, fluorogenic peptide/trypsin coupled, fluorescence. inhibition, % at 8.3 µM. 320,000 tested, 0.15% active; in the data active = inhibition above about 26%, passing the limit was not always enough; inconclusive = no clear call, values can overlap the other calls
Target sequence (O15379 whole entry, looked up): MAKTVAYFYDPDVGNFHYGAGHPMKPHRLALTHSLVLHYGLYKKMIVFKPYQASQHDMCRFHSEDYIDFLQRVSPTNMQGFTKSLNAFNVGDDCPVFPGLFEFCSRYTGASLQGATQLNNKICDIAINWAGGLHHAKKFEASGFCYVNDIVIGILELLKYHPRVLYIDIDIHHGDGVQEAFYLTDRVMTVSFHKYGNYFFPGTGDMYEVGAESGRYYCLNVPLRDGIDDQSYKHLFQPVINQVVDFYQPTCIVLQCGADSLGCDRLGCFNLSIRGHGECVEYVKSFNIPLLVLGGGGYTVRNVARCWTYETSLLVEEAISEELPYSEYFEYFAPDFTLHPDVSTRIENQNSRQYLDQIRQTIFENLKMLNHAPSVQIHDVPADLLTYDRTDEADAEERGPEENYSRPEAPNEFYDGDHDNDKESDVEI
Platelet DG rel – platelet dense granule release activity; inhibition, %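 (compounds screened at 7.5 µM in platelet-rich plasma)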; 300,000 tested, 0.22% active; AID 1663; human platelet-rich plasma, SFLLRN dense granule ATP release, luminescence;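 active = mean replicate score, as percent of positive control, at or above 50; inconclusive = mean below 50 but at least one replicate at or above 50; inactive = mean and every replicate below 50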
HSP90 refold inh – inhibitors of HSP90 luciferase refolding in rabbit reticulocyte lysate. luciferase refolding luminescence, 3 h. inhibition, % at 5.6 µM. 290,000 tested, 0.91% active;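 active = inhibition above the screen-wide mean plus 3 SD, computed separately per campaign, cut at about 16% in these data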;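 also: 0% = DMSO wells and 100% = 60 µM geldanamycin wells; inhibitors lower the luminescence because luciferase stays unfolded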
KLF5 inhibitor – suppresses KLF5 promoter-driven expression. DLD-1 KLF5 promoter-luciferase reporter, luminescence. inhibition, % at 5 µM. 290,000 tested, 0.23% active. AID 1700;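 active = inhibition above a per-plate limit of that plate's mean compound inhibition plus 3 SD, cut at about 60% in these data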;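 also: 0% = DMSO wells and 100% = LY294002 at 200 µM; higher means less KLF5 promoter-driven luciferase light; inactives centre near -14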
aSyn UTR inh – MLPCN primary screen, SNCA 5' untranslated region. alpha-synuclein 5'UTR reporter, inhibitor activity. inhibition, % (tested at 7.5 µM). 300,000 tested, 0.82% active. AID 1813; in the data active = inhibition above about 60%; inconclusive = no clear call, values can overlap the other calls;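 also: H4 neuroglioblastoma cells stably carrying SNCA 5'UTR luciferase fusion; 0% = DMSO wells and 100% = positive control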
HSF1 inhib – HSF1 inhibition | NIH3T3-HGL HSE-luciferase, MG132-induced, luminescence 8 h; active compounds read low | activity change, negative = inhibition, % at 7.5 µM (by protocol) | 300,000 tested, 0.77% active;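 active = more than half of replicate wells show activity change below -50%, luminescence cut by over half; inconclusive = some wells, but at most half, below -50%; inactive = no replicate well below -50%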;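 also: luciferase reports HSF-1 transcriptional activity via heat shock element; 0% = median of DMSO wells and -100% = zero luminescence signal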
AI-2 QS mod – modulators of Vibrio harveyi AI-2 quorum sensing system | Vibrio harveyi JMH597 AI-2 luminescence/OD600 ratio, 9 h; active compounds read low; strain lacks LuxN and CqsS sensors; 0 = neutral-control median | activity change, % at 7.5 µM | 300,000 tested, 0.4% active | AID 2094; in the data active = activity change below about -75%, passing the limit was not always enough; inconclusive = no clear call, values can overlap the other calls;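 also: luminescence divided by OD600 gain over 9 h not by final OD600 alone; inactives centre near 13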
HIF activator – HIF pathway transcriptional activation | U2OS HRE-luciferase reporter, luminescence; normalized: DMSO 0%, desferrioxamine 100% | activation, % at 7.5 µM (by protocol) | 300,000 tested, 0.32% active;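 active = mean activation of at least 10% of the iron chelator positive control signal, with at least half of replicates also reaching 10%; inconclusive = mean and replicate majority disagree about reaching 10%; inactive = mean and most replicates under 10%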
* = called active by the depositor; u = inconclusive; x = not tested or not shown. The order is random; about 5% have a hit in one of these screens.

SMILES	IEC-6 tox	HSF-1 act	HDAC3 inh	Platelet DG rel	HSP90 refold inh	KLF5 inhibitor	aSyn UTR inh	HSF1 inhib	AI-2 QS mod	HIF activator
Cc1ccc(NC(=O)c2ccc(-n3cncn3)c([N+](=O)[O-])c2)cc1F	x	0	9	-3	x	x	-14	-2	28	0.9
CCOC(=O)c1c(C)nc2c(c1-c1ccccc1)C(=O)CC(C)(C)C2	2	-7	-3	4	2	-17	9	-3	8	0.2
O=S(=O)(c1ccc(Br)s1)N1CCN(c2ncccn2)CC1	-4	17	u	1	2	-23	26	3	24	-0.4
O=C1C2CCCN2C(=S)N1c1ccc(Cl)cc1 (centres undefined)	-6	-3	0	-2	-6	-35	9	-1	19	-1.2
CCOc1ccc(OCc2ccc(C(=O)NC(C)C)o2)cc1	-2	16	-1	2	13	-54	-43	5	10	0.5
COc1nccc(NCc2ccccc2)c1C#N	x	-13	-1	-38	x	x	4	-2	14	0.3
O=C(c1cccc(S(=O)(=O)N2CCc3ccccc32)c1)N1CCCC(C(F)(F)F)C1 (centres undefined)	x	5	0	-6	x	x	13	11	8	-0.1
Cc1oc(-c2ccc(Cl)cc2)cc1C(=O)/C(C#N)=C/Nc1ccccc1	2	0	10	-2	4	-15	-22	-6	21	-0.3
CCCNC(=O)c1c(C)cc(=O)oc1C	-4	-2	9	7	-3	-12	4	-3	7	-0.3
O=C(NCCC(=O)N1CCN(c2ccccc2F)CC1)c1ccco1	x	12	-8	1	x	x	-17	5	22	-10
Nn1c(COc2ccccc2F)nnc1SCC(=O)NC1CCCC1	-2	-3	-1	10	-1	-47	-5	-3	13	0.0
Cc1sc2ncn(CC(=O)NCCCC(=O)N3CCC(C(N)=O)CC3)c(=O)c2c1C	-5	-19	-2	-1	-3	-43	4	-5	39	-24
O=[N+]([O-])c1cccc(-c2nc3ccc([N+](=O)[O-])cc3[nH]2)c1	9	-9	-7	6	3	-15	-142	-4	11	4.3
O=c1ccc2cc(S(=O)(=O)Nc3ccc(Br)cc3)ccc2o1	-5	17	1	4	1	-17	-5	7	46	-1.5
Cc1cccc(N2CCN(C(=O)CN3C(=O)C4CC=CCC4C3=O)CC2)c1C (centres undefined)	4	0	0	-3	-5	-104	-113	2	5	1.2
COc1ccc(-c2cc(C)no2)cc1S(=O)(=O)Nc1cccc(CN2CCCC2)c1	-10	6	1	-2	2	-23	5	-1	15	0.8
O=C(CCCn1c(=S)[nH]c2ccccc2c1=O)NCc1ccco1	1	17	3	6	-1	-7	-8	4	-4	1.2
CCOC(=O)c1sc(NC(=O)Cc2ccc(F)cc2)nc1C	1	7	3	-5	-1	-8	-26	7	x	0.6
CCOC(=O)CSc1n[nH]c(NC(=O)c2ccccc2)n1	-3	-5	u	-10	1	-4	12	-3	34	-0.5
COc1ccc(OCc2cc(C(=O)N3CCN(C4CCCC4)CC3)no2)c(Cl)c1	-2	39	4	-3	1	-110	-80	23	19	1.6
CC1(C)CN=C(NC2CCCCC2)S1	4	-12	6	4	3	-15	-23	-2	6	0.0
COc1ccccc1Nc1nc(N)nc(CN2CCN(Cc3ccccc3)CC2)n1	8	-8	2	0	4	-10	3	1	18	0.0
CCOC(=O)c1sc2nc(N3CCOCC3)c3c(c2c1N)CCC3	5	17	-11	-2	-1	-3	-11	12	17	0.3
COc1ccc(N2CCN(C(=O)CNC(=O)c3cccc(Br)c3)CC2)cc1	-8	2	-12	0	-5	-5	2	3	49	-0.2
Cc1cccc(NC(=O)CN2C(=O)N/C(=C\c3ccc(N4CCOCC4)cc3)C2=O)c1	6	18	-3	-7	-1	-38	-100	20	23	2.2
O=C(CSc1nc2c(c(C(F)(F)F)n1)CCc1ccccc1-2)NCc1ccccc1	-1	-14	5	-1	-4	-35	-1	0	24	-0.1
O=C(Nc1nc(-c2cccc3ccccc23)cs1)c1cnccn1	13	-13	0	-14	-4	-23	-29	3	25	1.4
COc1ccccc1CNC(=O)COc1ccc(S(=O)(=O)N2CCOCC2)cc1C	-5	-15	1	-2	-1	-24	10	-2	23	-0.2
CCOC(=O)c1c(NC(=O)CN2CCOCC2)sc2c1CCCC2	-6	9	6	-1	-3	-2	38	2	13	-1.1
CS(=O)(=O)Nc1ccc(C2=NN(S(=O)(=O)c3ccccc3)C(c3cccs3)C2)cc1 (centres undefined)	5	6	6	6	1	8	-1	3	14	-0.2
COCCN(Cc1ccccc1)C(=O)c1cccc(S(=O)(=O)N(C)c2c(C)n(C)n(-c3ccccc3)c2=O)c1	x	2	-7	11	x	x	-2	0	-6	0.8
O=C(N=Nc1c(O)[nH]c2ccc([N+](=O)[O-])cc12)c1cc(-c2ccccc2Cl)nc2ccccc12	4	2	-4	2	-2	9	2	0	20	0.0
CCOC(=O)CN(c1ccccc1)S(=O)(=O)c1ccc(F)cc1	-4	38	2	-1	-1	2	18	17	22	-0.4
CCCCC1(C)OC(=O)C(=Cc2ccc(SC)cc2)C(=O)O1 (centres undefined)	6	12	-1	10	0	16	-1	-2	10	-0.4
Cc1ccc(Cn2nnc3c(=O)[nH]c(C4CCN(S(=O)(=O)c5ccc(S(=O)(=O)NC6CC6)cc5)CC4)nc32)cc1	3	-17	4	3	9	-2	11	-4	24	-0.2
COc1ccc(N(C(=O)c2snc(C(N)=O)c2N)C(C(=O)NCc2ccc(F)cc2)c2ccc(O)cc2)cc1 (centres undefined)	3	21	-1	-15	6	-5	4	13	10	-0.7
CCN(CC)c1nc(N2CCOCC2)nc2ccccc12	4	-5	2	-6	-1	-31	8	-6	-3	-12
Cc1ccc(NNC(=O)c2c(F)cccc2Cl)cc1C	-2	11	-4	18	-3	-14	4	-2	0	2.2
Cc1ccc(S(=O)(=O)Cc2ccc(C(=O)N3CCc4ccccc4C3)o2)cc1	-5	1	2	21	-2	-15	3	-4	24	x
O=C(c1cccs1)N(Cc1cc2ccccc2[nH]c1=O)c1ccccc1	11	12	4	-1	3	-1	12	-5	-3	0.7
CCOC(=O)N1CCC(NC(=O)c2ccc(CS(=O)(=O)c3ccccc3C)o2)CC1	-2	-25	-6	10	-4	-12	12	-9	9	-0.3
c1ccc(CCNC2=NCCS2)cc1	1	15	2	3	0	-33	-1	-2	17	-0.2
CCCc1cc(=O)[nH]c(SCc2ccc(C#N)cc2)n1	-1	18	-1	-4	-3	-19	9	11	21	0.4
COC(=O)c1[nH]c2ccc(Br)cc2c1NC(=O)CN1CCN(C2CCCCC2)CC1	9	0	1	6	3	-23	75*	4	10	-7.6
CCOc1ccccc1NC(=O)CSc1nc(=O)n(CCCN2CCOCC2)c2c1CCCC2	x	1	3	-5	x	x	18	-3	9	-0.1
Cc1nc(SCCc2ccccc2)[nH]c(=O)c1C	-3	7	3	-27	-1	-100	17	9	22	0.6
Cc1ccc(C(c2nnnn2CCc2ccccc2)N2CCSCC2)cc1 (centres undefined)	0	-7	-12	-1	-7	4	-9	-2	32	0.7
CC1CN(C(=O)Cc2ccc(-c3ccccc3)cc2)CC(C)O1 (centres undefined)	4	-4	0	7	1	5	-14	1	11	-0.4
O=C(Oc1ccccc1N1CCOCC1)c1sccc1Br	-4	10	-3	0	-3	-55	13	5	19	-0.3
CCC(=O)N1c2ccc(S(=O)(=O)CCC(=O)Nc3ccc(OC)cc3OC)cc2CC1C (centres undefined)	6	53*	2	-2	3	9	8	20	5	-0.4
N#Cc1ccc(OCc2cccc(S(=O)(=O)N3CCOCC3)c2)cc1	x	20	-2	14	x	x	25	7	15	-0.2
COC(=O)C1=C(NC(=O)COc2ccc3ccccc3c2)CCS1	0	34	-10	2	1	3	3	9	6	0.5
Cc1ccc(C(=O)N(CC#N)CC#N)cc1C	-3	10	-2	-4	-1	-12	7	-10	2	-0.6
Cc1ccccc1Cn1nnc(-c2cccc(C(=O)O)c2)n1	-1	-18	2	14	38*	-178	-79	-7	26	-1.2
COc1ccc(NC(=O)C(=O)NCCN2CCN(C(=O)c3cccc(Br)c3)CC2)cc1	14	-6	3	-2	3	-3	9	-4	19	-0.1
Fc1ccccc1SCc1nnc(-c2ccccc2Br)o1	-1	79*	4	6	7	-114	-49	41	-14	0.6
COc1ccc(/C=C2\SC(=S)N(CCCC(=O)N3CCCCC3CCO)C2=O)cc1 (centres undefined)	-3	-41	1	2	4	-3	68*	-27	13	-3.5
CCN=C1SC(C(=O)Nc2cccc(OCC)c2)CC(=O)N1CC (centres undefined)	8	0	-2	-3	1	-4	12	6	19	x
O=c1[nH]c(SCc2nc3ccccc3c(=O)n2-c2ccccc2)nc2ccccc12	9	25	0	14	1	-1	-10	8	11	-3.6
Nc1ncnc2nc(Sc3ccc(Cl)cc3)[nH]c12	-1	-2	-11	-3	-1	-5	16	-3	-23	0.1
Further records follow.
SMILES	IEC-6 tox	HSF-1 act	HDAC3 inh	Platelet DG rel	HSP90 refold inh	KLF5 inhibitor	aSyn UTR inh	HSF1 inhib	AI-2 QS mod	HIF activator
CCN1CCCC1CNC(=O)Cn1nc(C)n2c(cc3cc(C)ccc32)c1=O (centres undefined)	-3	-3	-4	-4	2	-20	-5	0	9	0.1
CCC(=O)NCc1cc(-c2nn(C)c(=O)c3ccccc23)ccc1OC	3	0	-1	-6	2	-5	3	6	3	-0.1
CCCc1cc(C(=O)NC2CCCN(Cc3ccccc3F)C2)no1 (centres undefined)	-5	2	5	5	-5	-6	-1	1	24	-0.6
COc1ccc(-c2cc(C(F)(F)F)nc(SCC(=O)NCc3cccs3)n2)cc1OC	0	7	-4	4	3	-11	18	0	6	0.3
CCCCNC(=O)CCN1N=C(c2ccccc2)CCC1=O	1	4	0	0	-4	-34	-2	4	30	-0.1
Cc1ccc(-c2cc(C(=O)OCC(=O)Nc3cc(C)on3)c3ccccc3n2)c(C)c1	-1	x	16	x	-3	-6	x	x	x	x
COc1ccc(N2CCN(Cc3nc4ccccc4c(=O)[nH]3)CC2)cc1	0	14	7	1	0	-13	-10	1	9	-0.1
CC(C)Oc1ccc(CCC(=O)NNC(=S)Nc2ccccc2)cc1	-1	4	1	-6	18*	-10	6	-9	12	-0.1
O=C(COc1ccccc1Cl)Nc1ccc(C(=O)N2CCCCC2)cc1	0	22	8	0	0	-23	-25	8	9	-0.1
Cc1ccnc(NC(=O)CCC(=O)N(CC(=O)NC2CCCCC2)c2cccc(C)c2C)c1	-4	6	-7	23	-3	-15	4	3	10	-0.5
Cc1cccc2sc(NNC(=O)C3=COCCO3)nc12	0	9	-1	5	-3	14	-31	7	15	1.1
COc1ccc(C(=O)NC(CC(C)C)C(=O)O)cc1OC (centres undefined)	-5	1	0	-1	-1	-29	-1	3	35	-0.3
COc1ccccc1NC(=O)CSc1nccn1Cc1ccc(F)cc1	-3	3	-3	-8	-4	-30	-2	4	20	-0.9
CC(=O)N1c2ccc(S(=O)(=O)NCC3CCC(C(=O)Nc4cc(C)ccn4)CC3)cc2CC1C (centres undefined)	14	-10	-5	4	-6	-20	32	-3	25	2.3
CC(CSc1nnnn1-c1ccccc1)Cn1c(N2CCCC2)nc2c1c(=O)[nH]c(=O)n2C (centres undefined)	8	7	1	-13	7	-44	16	-5	7	-0.5
